TRPC4 block: inhibitors of mouse TRPC4 channel, primary screen, Fluo4 calcium, HEK293 TRPC4beta/mu-opioid cells. DAMGO-evoked Fluo4 calcium flux; stronger effect = lower value. Short transient receptor potential channel 4 (Mus musculus), Q9QUQ5. AID 2247, 2010. B-score at 10 µM. actives 0.39% (n = 300,000);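 active means B-score over 3 SD under the library average, no early fluorescence shift, positive overall ratio signal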
Target sequence (Q9QUQ5 whole entry, looked up): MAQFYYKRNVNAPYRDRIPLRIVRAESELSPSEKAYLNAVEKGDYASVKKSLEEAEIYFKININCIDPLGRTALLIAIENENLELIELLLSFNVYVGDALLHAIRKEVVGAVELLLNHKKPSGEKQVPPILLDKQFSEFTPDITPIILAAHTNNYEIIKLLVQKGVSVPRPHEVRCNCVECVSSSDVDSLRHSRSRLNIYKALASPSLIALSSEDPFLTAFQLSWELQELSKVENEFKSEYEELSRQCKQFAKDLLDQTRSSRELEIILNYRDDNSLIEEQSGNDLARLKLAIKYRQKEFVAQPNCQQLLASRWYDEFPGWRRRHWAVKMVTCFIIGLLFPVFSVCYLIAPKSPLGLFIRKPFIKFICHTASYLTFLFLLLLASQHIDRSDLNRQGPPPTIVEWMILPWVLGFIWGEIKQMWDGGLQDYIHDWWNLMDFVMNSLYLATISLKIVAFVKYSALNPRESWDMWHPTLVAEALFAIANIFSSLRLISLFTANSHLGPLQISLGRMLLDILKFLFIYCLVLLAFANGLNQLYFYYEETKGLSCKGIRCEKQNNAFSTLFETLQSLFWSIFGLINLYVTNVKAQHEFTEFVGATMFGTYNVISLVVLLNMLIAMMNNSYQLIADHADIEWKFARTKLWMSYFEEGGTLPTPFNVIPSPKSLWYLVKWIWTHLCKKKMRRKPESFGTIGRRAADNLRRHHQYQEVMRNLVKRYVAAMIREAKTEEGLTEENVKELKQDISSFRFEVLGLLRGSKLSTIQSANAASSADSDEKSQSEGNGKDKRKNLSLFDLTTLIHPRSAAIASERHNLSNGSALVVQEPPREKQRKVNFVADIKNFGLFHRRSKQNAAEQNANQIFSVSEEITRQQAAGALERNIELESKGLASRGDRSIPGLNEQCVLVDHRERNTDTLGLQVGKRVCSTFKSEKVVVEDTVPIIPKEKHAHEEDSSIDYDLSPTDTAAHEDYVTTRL
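Test system – stable TRPC4beta/mu-opioid receptor HEK293 cells · Probe or stimulus – DAMGO, a submaximal dose followed by a maximal one · Dosing – one concentration per compound · Signal – Fluo4 calcium fluorescence by kinetic imaging, 5 s 1 Hz baseline · Evaluation – per-well B score of integrated baseline-normalized Fluo4 ratio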
TRPC6 inhibitor: mouse TRPC6 channel inhibitors, primary screen, cell-based, HEK293, membrane potential dye | ACh-evoked depolarization; stronger effect = lower value | B-score at 10 µM | actives 1.1% (n = 310,000);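 active means B-score under library mean minus 3 SD, initial fluorescence not abnormally high, positive integrated signal ratio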;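 further: B-score derived from integrated fluorescence ratio over the kinetic read; more negative B-score means stronger inhibition of depolarization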
ANO1 block: TMEM16A chloride channel inhibitors, primary screen, cell-based, HTS; normalized B-score (activity score, 25-100; higher = stronger inhibition) at 10 µM; actives 1.2% (n = 310,000); HEK293 TMEM16A/YFP iodide influx fluorescence, ionomycin; Anoctamin-1 (Mus musculus), Q8BHY3; AID 588511, 2011;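 active means ratio plate-corrected score three or more library SD toward inhibition, starting fluorescence score within five deviations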;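 further: score derived from kinetic fluorescence span divided by baseline fluorescence per well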
SKKanGAS inh: S. pyogenes SKKanGAS growth inhibitors in kanamycin, primary screen, streptokinase expression inhibitor project, SKKanGAS strain, BacTiter-Glo luminescence | actives 1.3% (n = 300,000) | inhibition, % at 7.5 µM | 6 h | AID 1662, 2009;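 active means mean replicate score, as percent of positive control median, at least 50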;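 further: strain carries kanamycin resistance gene driven by streptokinase promoter and grows in 40 µg/ml kanamycin; loss of luminescence reflects streptokinase promoter inhibition or plain growth inhibition; 0% = median of DMSO wells and 100% = positive control at its reference dose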
TRPC4 PAM: positive allosteric modulators of TRPC4, primary screen, cell-based, mouse TRPC4beta, HEK293 mu-opioid, Fluo-4 calcium. actives 0.42% (n = 310,000). B-score at 10 µM. Short transient receptor potential channel 4 (Mus musculus), Q9QUQ5. DAMGO EC20, Fluo-4 Ca2+ flux; stronger effect = higher value. AID 2227, 2009;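 active means B-score of calcium response area above 5 SD of library B-scores, with initial fluorescence ratio within 5 SD of library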;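 further: B-score of integrated fluorescence ratio over time as area under calcium response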
MrgX1 ag: agonists of human MrgX1 receptor, primary screen, HEK293 cells, Fluo-4 calcium flux; Mas-related G-protein coupled receptor member X1 (Homo sapiens), Q96LB2; Fluo-4 calcium fluorescence, agonist mode; stronger effect = higher value; B-score at 10 µM; actives 0.44% (n = 310,000); AID 588627, 2011;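 active means calcium response B-score plate-corrected fluorescence ratio at least 3 library SD, with starting fluorescence B-score inside 5 SD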
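times = overnight plating, then 30 min 37 °C plus 30 min room-temperature dye loading | assay system = stable human MrgX1 HEK293 cell line | input = fifteen thousand cells per well | signal = kinetic calcium dye fluorescence, Fluo-4 NW | dosing = compound delivered in addition one of three | read-out = B-scored fluorescence response ratio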
TMEM16A act: TMEM16A chloride channel activators or potentiators, primary screen, cell-based, HTS; HEK293 TMEM16A/YFP-H148Q/I152L, iodide quench fluorescence; stronger effect = lower value; B-score at 10 µM; actives 0.3% (n = 340,000); AID 623877, 2012;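 active means fluorescence-ratio B-score plate-corrected deviation score at least 3 library SD below zero, with starting fluorescence score within 5 deviations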;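 further: channel opened by trigger with iodide after compound preincubation; score built on the fluorescence ratio of max minus min over baseline; more negative score means more quench and so TMEM16A activation or potentiation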
MrgX1 antagonist: antagonists of human MrgX1 receptor, primary screen, HEK293 cells, Fluo-4 calcium flux; BAM8-22 antagonism; stronger effect = lower value; B-score at 10 µM; Mas-related G-protein coupled receptor member X1 (Homo sapiens), Q96LB2; actives 1.3% (n = 310,000);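 active means calcium-response B-score plate-corrected more than 3 library SD below zero, starting fluorescence within 5 deviations, no agonist response on first addition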;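 further: peak minus trough fluorescence over baseline after final BAM8-22 challenge near maximal dose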
MrgX1 allo act: positive allosteric modulators of MrgX1, primary screen, HEK293 cells, Fluo-4 calcium flux. actives 0.63% (n = 310,000). B-score at 10 µM. FDSS; stronger effect = higher value;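 active means plate-corrected calcium response at least 3 library SD above typical, normal starting fluorescence, not activating the receptor alone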;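 further: compound read alongside a low EC10 to EC30 dose of BAM8-22 agonist; peak minus trough fluorescence over baseline measured at the second addition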
TRPC4 act: activators of mouse TRPC4 channel, primary screen, Fluo4 calcium, HEK293 TRPC4beta/mu-opioid cells; Short transient receptor potential channel 4 (Mus musculus), Q9QUQ5; Fluo4 calcium fluorescence; stronger effect = higher value; B-score at 10 µM; actives 0.49% (n = 310,000);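 active means B-score above 5 SD of library B-scores, and initial fluorescence ratio not above library mean plus 5 SD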;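 further: positive B-score marks a calcium rise read as TRPC4 activation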
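Material: TRPC4beta and mu-opioid receptor HEK293 stable cells | Incubation: 45 min room-temperature Fluo4 loading, 110 s read | Detection: Kinetic Fluo4 calcium fluorescence | Measure: Integrated baseline-normalised fluorescence ratio, converted to per-well B score | Benchmarks: Low control buffer alone, high control maximal DAMGO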
TRPC6 act: mouse TRPC6 channel activators, primary screen, cell-based, HEK293, membrane potential dye; HEK293-TRPC6 membrane potential dye fluorescence; stronger effect = higher value; B-score at 10 µM; actives 0.13% (n = 310,000);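 active means B-score of the integrated fluorescence ratio above library mean plus 3 SD, and starting fluorescence ratio within library mean plus 5 SD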;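 further: higher score means more depolarization so channel activation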
Numbers without * were called inactive; i = inactive; nt = no result given.

SMILES	TRPC4 block	TRPC6 inhibitor	ANO1 block	SKKanGAS inh	TRPC4 PAM	MrgX1 ag	TMEM16A act	MrgX1 antagonist	MrgX1 allo act	TRPC4 act	TRPC6 act
N#Cc1ccccc1CCN1C(=O)c2ccccc2C1=O	i	i	i	0	i	i	i	i	i	i	i
S=C(NCc1ccccc1)Nc1ccc(Cl)cc1	i	i	i	10	i	i	i	i	i	i	i
O=C(Nc1nc2c(c(=O)[nH]1)CCCC2)C1CC1	i	i	i	-4	i	i	i	i	i	i	i
O=C(Nc1ccccc1F)Nc1cc(Cl)ccc1-n1cncn1	i	i	i	-3	i	i	i	i	i	i	i
COc1cccc(N2CCN(C(=S)Nc3ccc(C)cc3C)CC2)c1	i	i	i	4	i	i	i	i	i	i	i
N#C/C(=C/c1ccccc1[N+](=O)[O-])C(=O)NCc1ccco1	i	i	i	19	i	i	i	i	i	i	i
CSc1nnc(-c2ccccc2)c(-c2ccccc2)n1	i	i	i	-9	i	i	i	i	i	i	i
Cc1cc(/C=C2\SC(=O)N(CC(=O)Nc3ccccc3F)C2=O)c(C)n1C	i	i	i	2	i	i	i	i	i	i	i
COc1cccc(Sc2cc(N3CCOCC3)nc(-c3ccccc3)n2)c1	i	i	i	23	i	i	i	i	i	i	i
Cc1ccc(CNC(=O)c2ccc(OCC(C)C)cc2)n1C	i	i	i	-1	i	i	i	i	i	i	i
CCC(C)(C)n1nnnc1C(c1ccc(F)cc1)N1CCC(C(N)=O)CC1 (stereo unspecified)	i	i	i	14	i	i	i	i	i	i	i
O=C(CN1CCOCC1)Nc1cc(C(F)(F)F)ccc1Cl	i	i	i	3	i	i	i	i	i	i	i
O=C(NCc1ccccc1)C12CC3CC(CC(C3)C1)C2	i	i	i	1	i	i	i	i	i	i	i
CCCC(=O)Nc1nnc(Sc2ccc(N(C)C)cc2)s1	i	i	i	1	i	i	i	i	i	i	i
O=C(COc1ccc(C(=O)NCCN2CCOCC2)cc1)Nc1cccc(C(F)(F)F)c1	i	i	i	-12	i	i	i	i	i	i	i
CC(=O)c1noc(C)c1C(=O)Nc1nccs1	i	i	i	13	i	i	i	i	i	i	i
CCCCCSc1ncccc1C(=O)O	i	i	i	1	i	i	i	i	i	i	i
COc1ccccc1Cn1c(-c2ccccc2OC)nc2ccccc21	i	i	i	14	i	i	i	i	i	i	i
COc1ccc(C#Cc2ccc3c(c2)c(=O)c2ccccc2n3C)cc1	i	i	i	91*	i	i	i	i	i	i	i
COc1cccc(CN2CCN(CCCc3ccccc3)C(CCO)C2)c1O (stereo unspecified)	i	i	i	-5	i	i	i	i	i	i	i
Cn1c(=O)c(=O)n(C)c2cc(N3CCCC3)c(NS(=O)(=O)c3ccc(Cl)cc3)cc21	i	i	i	5	i	i	i	i	i	i	i
CCN(CC(=O)Nc1cccc(OC)c1)CC(=O)Nc1ccc(C)cc1Cl	i	i	i	-7	i	i	i	i	i	i	i
CC1(C)Cc2c(sc3nc(N/N=C/c4ccccc4)[nH]c(=O)c23)CO1	i	i	i	8	i	i	i	i	i	i	i
CCOc1ccc(C(CC(=O)O)NC(=O)C(Sc2ccccc2)c2ccccc2)cc1 (stereo unspecified)	i	i	i	-5	i	i	i	i	i	i	i
NC(=O)c1c(NC(=O)C2CCCO2)sc2c1CCC2 (stereo unspecified)	nt	i	i	-5	i	i	i	i	i	i	i
CC(C)NCC(O)COCCOc1ccc(C(C)(C)C)cc1 (stereo unspecified)	-5*	i	i	-1	i	i	i	-5.2*	i	i	i
Cc1ccc2cc(C)c3nnc(SCc4ccc(C(=O)O)cc4)n3c2c1C	i	i	i	5	i	i	i	i	i	i	i
Cc1ccc(-n2nc3c(=O)n(CCCC(=O)N4CCC(C(N)=O)CC4)nc(C)c3c2C)cc1	i	i	i	0	i	i	i	i	i	i	i
COc1cc(NCCCCCCCN)c2ncccc2c1	i	i	i	-7	i	i	i	i	i	i	i
CC(=O)N1c2ccc(S(=O)(=O)N3CCC(C(=O)NCc4ccccc4Cl)CC3)cc2CC1C (stereo unspecified)	i	i	i	6	i	i	i	i	i	i	i
COc1ccc(-c2csc(NC(=O)CN3C(=O)NC4(CCCC4)C3=O)n2)c(OC)c1	i	i	i	-2	i	i	i	i	i	i	i
Cc1ccc(C(=O)Nc2c3c(nn2C(C)(C)C)CS(=O)(=O)C3)cc1C	i	i	i	-13	i	i	i	i	i	i	i
CCOc1ccc2nc(C)cc(Nc3ccc4c(c3)OCCO4)c2c1	i	-9.8*	i	13	i	i	i	i	i	i	i
O=C(NCCS(=O)(=O)NCc1ccc(F)cc1)c1ccccc1	i	i	i	-3	i	i	i	i	i	i	i
CC(=O)CSc1nc2cc3c(cc2cc1C#N)OCCO3	i	i	i	10	i	i	i	i	i	i	i
COc1cccc(/C=N/N2CCN(c3ccc(Cl)cc3)CC2)c1OC	i	i	i	-3	i	i	i	i	i	i	i
COc1ccc(/C=C2\SC(=S)N(C(C)C(=O)NC3C=CS(=O)(=O)C3)C2=O)cc1 (stereo unspecified)	i	i	i	-2	i	i	i	i	i	i	i
COc1ccc(C)c2sc(N(CCN(C)C)C(=O)/C=C/c3cccs3)nc12	i	i	i	4	i	i	i	i	i	i	i
O=C(Nc1cccc([N+](=O)[O-])c1)N1CCc2ccccc2C1	i	i	i	17	i	i	i	i	i	i	i
COc1ccc(S(=O)(=O)N2CCCC(C(=O)N3CCOCC3)C2)cc1Cl (stereo unspecified)	i	i	i	-1	i	i	i	i	i	i	i

Profiles from above. Order of values: TRPC4 block | TRPC6 inhibitor | ANO1 block | SKKanGAS inh | TRPC4 PAM | MrgX1 ag | TMEM16A act | MrgX1 antagonist | MrgX1 allo act | TRPC4 act | TRPC6 act
Cc1ccc2cc(C)c3nnc(SCc4ccc(C(=O)O)cc4)n3c2c1C reads i | i | i | 5 | i | i | i | i | i | i | i
CCOc1ccc(C(CC(=O)O)NC(=O)C(Sc2ccccc2)c2ccccc2)cc1 (stereo unspecified) reads i | i | i | -5 | i | i | i | i | i | i | i

Going on with the list.
SMILES	TRPC4 block	TRPC6 inhibitor	ANO1 block	SKKanGAS inh	TRPC4 PAM	MrgX1 ag	TMEM16A act	MrgX1 antagonist	MrgX1 allo act	TRPC4 act	TRPC6 act
COc1ccc(OC)c(NC(=O)C2C(C(=O)O)C3(Cl)C(Cl)=C(Cl)C2(Cl)C3(Cl)Cl)c1 (stereo unspecified)	i	i	i	20	i	i	i	i	i	i	i
O=C(Nc1ccc2c(c1)OCCO2)C1CCN(C(=O)c2ccc(Br)cc2)CC1	i	i	i	12	i	i	i	i	i	i	i
Cc1c(NC(=O)CN2C(=O)NC3(CCCC3)C2=O)c(=O)n(-c2ccccc2)n1C	i	i	i	nt	i	i	i	i	i	i	i
O=C(CNCc1ccccn1)N1CCc2ccccc2C1	i	i	i	-6	i	i	i	i	i	i	i
Cc1onc(-c2ccccc2Cl)c1C(=O)NCc1nnnn1-c1ccc(F)cc1	i	i	i	0	i	i	i	i	i	i	i
CC1(C)CC(=O)C=C(c2cc3ccccc3s2)C1	i	i	i	-4	i	i	i	i	i	i	i
Brc1ccc(C2=Nn3c(nnc3-c3cccnc3)SC2)s1	i	i	i	0	i	i	i	i	i	i	i
COc1ccc(CN(C(=O)c2snc(C(N)=O)c2N)C(C(=O)NC2CCCC2)c2ccc(OC)cc2)cc1 (stereo unspecified)	i	i	i	4	i	i	i	i	i	i	i
CCN(CC)S(=O)(=O)c1ccc(C)c(NC(=O)CN(C)C)c1	i	i	i	-15	i	i	i	i	i	i	i
O=C(COC(=O)c1ccccc1F)NC1CCCC1	i	i	i	-5	i	i	i	i	i	i	i
CC(/C=N/n1c(COc2ccccc2)n[nH]c1=S)=C\c1ccccc1	i	i	i	14	i	i	i	i	i	i	i
COc1cccc(-c2nc(Cc3ccc(OC)c(OC)c3)no2)c1	i	i	i	-13	i	i	i	i	i	i	i
CC1CCCCN1CCCNC(=O)CCCN1C(=O)c2cccnc2Sc2ccccc21 (stereo unspecified)	i	i	i	-2	i	i	i	i	i	i	i
C/C(=C\C(=O)c1ccc(F)cc1)Nc1ccc(N2CCOCC2)cc1	i	i	i	1	i	i	i	i	i	i	i
CNc1nc2c(C)cccn2c(=O)c1C=Nc1ccc(OC)cc1	i	i	i	-1	i	i	i	i	i	i	i
CC1CCN(C(=O)CCc2ccc(S(=O)(=O)NC(C)(C)C)cc2)CC1	i	i	i	0	i	i	i	i	i	i	i
CCOc1cc(/C=C2\SC(=NC)N(C)C2=O)cc(Cl)c1OC(C)=O	i	-5*	i	11	i	i	i	i	i	i	i
N#Cc1ccc(-c2ccc(F)cc2)nc1Oc1ccc(F)cc1	i	i	i	0	i	i	i	i	i	i	i
CCc1ccc(OCC(=O)NC(=S)Nc2ccc(C(=O)O)cc2)cc1	i	i	i	3	i	i	i	i	i	i	i
CCOc1c(OC)cc(C2C(C#N)=C(N)Oc3n[nH]c(-c4ccncc4)c32)cc1OC (stereo unspecified)	i	i	i	5	i	i	i	i	i	i	i
CC(C)(C)c1cc(CN2CCN(CCC#N)CC2)cc(C(C)(C)C)c1O	i	i	i	0	i	i	nt	i	i	i	i
CCN(CC)S(=O)(=O)c1ccc(-c2nnc3sc4cccc(C)c4n23)cc1	i	i	i	0	i	i	i	i	i	i	i
Cc1cc(NS(=O)(=O)c2cccs2)no1	i	i	i	-2	i	i	i	i	i	i	i
COc1cccc(/C=C/c2ccc3cccc(O)c3n2)c1OC	i	i	i	86*	i	i	i	i	i	i	i

Bioassay records from PubChem BioAssay.
